# Screening results from PubChem BioAssay.
# LRH-1 inv ag – inverse agonists of human LRH-1 (NR5A2) | HEK293T StAR-luciferase reporter, LRH-1 transfected, 24 h | inhibition, % at 3.6 µM | hit rate 0.13% among 360,000 | AID 602396;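 active = inhibition above the mean inhibition of all tested compounds plus 3 SD, cut at about 73% in these data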;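 note: 0% = DMSO wells and 100% = reporter-only cells lacking LRH-1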
# Granule exo inh – blocks lytic granule exocytosis | TALL-104 LAMP-1 surface exposure, flow cytometry; cells stimulated with thapsigargin and PMA | inhibition, % at 10 µM | hit rate 0.66% among 360,000;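 active = inhibition above about 55%, limit read from the data; inconclusive = no clear call, values can overlap the other calls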
# ABHD5 PLIN5 PPI – inhibitors of human ABHD5-perilipin-5 interaction; Split G. princeps luciferase complementation, luminescence, 4 h; inhibition, % at 4 µM; hit rate 0.78% among 360,000; AID 602281;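 active = inhibition above the mean inhibition across every tested compound plus 3 SD, cut at about 22% in these data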;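 note: 0% = DMSO only wells and the 100% control is not disclosed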
# Target sequence (Q00G26 whole entry, looked up): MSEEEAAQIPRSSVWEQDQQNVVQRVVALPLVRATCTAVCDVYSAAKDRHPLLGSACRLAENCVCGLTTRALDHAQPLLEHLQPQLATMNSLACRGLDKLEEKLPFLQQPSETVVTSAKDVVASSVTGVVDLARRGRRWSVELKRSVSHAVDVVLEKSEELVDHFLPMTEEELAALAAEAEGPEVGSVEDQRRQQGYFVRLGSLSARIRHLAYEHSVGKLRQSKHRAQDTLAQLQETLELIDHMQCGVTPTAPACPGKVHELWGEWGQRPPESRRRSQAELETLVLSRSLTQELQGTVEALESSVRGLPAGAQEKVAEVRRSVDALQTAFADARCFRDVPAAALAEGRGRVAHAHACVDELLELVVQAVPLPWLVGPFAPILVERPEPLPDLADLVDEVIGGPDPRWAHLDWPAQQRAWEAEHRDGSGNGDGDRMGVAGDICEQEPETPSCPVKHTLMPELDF
# Target sequence (Q8WTS1 whole entry, looked up): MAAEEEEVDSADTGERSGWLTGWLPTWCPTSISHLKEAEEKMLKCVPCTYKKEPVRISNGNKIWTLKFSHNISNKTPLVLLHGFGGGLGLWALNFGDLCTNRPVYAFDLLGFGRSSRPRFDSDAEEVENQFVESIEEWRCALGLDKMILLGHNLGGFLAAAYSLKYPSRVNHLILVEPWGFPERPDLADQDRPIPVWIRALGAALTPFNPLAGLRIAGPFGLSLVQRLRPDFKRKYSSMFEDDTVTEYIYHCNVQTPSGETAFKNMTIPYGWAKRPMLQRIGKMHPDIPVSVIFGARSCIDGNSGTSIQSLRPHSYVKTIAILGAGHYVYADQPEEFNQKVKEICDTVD
# NCOA1 inh – human NCOA1 inhibition. Q15788. HEK293 GAL4-SRC1 luciferase reporter, luminescence. inhibition, % at 3.6 µM. hit rate 0.12% among 360,000. AID 588354;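 active = inhibition above the campaign mean plus 3 SD, with each screening campaign given its own cutoff, cut at about 60% in these data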;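 note: 0% = DMSO treated cells and 100% = gossypol at 36 µM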
# TROY signal inh – inhibitors of TROY-dependent NF-kB signaling | Q293 LMP1-TROYcd NF-kB luciferase reporter, 4 h | inhibition, % at 10 µM | hit rate 0.98% among 360,000 | AID 1347056;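 active = compounds whose plate-normalised and pattern-corrected inhibition of the luciferase reporter signal at the single screening dose is 50% or more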
# NOD2-RIPK2 inh – inhibitors of human NOD2-RIPK2 interaction | O43353 | CHO BLA complementation NOD2-RIPK2, CCF4 ratio | inhibition, % at 4.98 µM | hit rate 0.38% among 360,000 | AID 624267; in the data active = inhibition above about 21%;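 note: 0% = vehicle only and 100% = reference blocker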
# TWEAK-Fn14 inh – blocks TWEAK-Fn14 interaction in a reporter cell assay; TWEAK-stimulated Fn14 reporter cells, luciferase luminescence, 8 h; inhibition, % at 10 µM; AID 1159606; hit rate 2% among 360,000; in the data active = inhibition above about 50%
# SRC3 inh – human NCOA3 inhibition; HEK293 GAL4-SRC3 luciferase reporter, luminescence; AID 588352; Q9Y6Q9; inhibition, % at 3.6 µM; hit rate 0.17% among 360,000;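 active = inhibition above a per-campaign cutoff, the mean of all compounds plus 3 SD, cut at about 60% in these data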;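 note: 0% = DMSO-treated cells and 100% = gossypol-treated cells at 36 µM; higher means less SRC3-driven luciferase light from the GAL4 reporter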
# SRC2 inh – human SRC2 (NCOA2) inhibition; HEK293 GAL4-SRC2 luciferase reporter, luminescence; hit rate 0.17% among 370,000; AID 651957; inhibition, % at 9 µM; Q15596;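 active = inhibition above the mean inhibition of all tested compounds plus 3 SD, set per campaign, cut at about 52% in these data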;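 note: 0% = DMSO treated cells and 100% = cells given Gossypol at 36 µM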
# TLR9-MyD88 inh – blocks human TLR9 binding to MyD88; Q9NR96+Q99836; CHO BLA complementation TLR9-MyD88, CCF4 FRET ratio; inhibition, % at 4.98 µM; hit rate 0.21% among 340,000;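 active = inhibition above the mean over all tested compounds plus 3 SD, cut at about 21% in these data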;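 note: 0% = DMSO only wells and 100% = clavulanate BLA inhibitor control wells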
# COUP-TFII inh – blocks human COUP-TFII nuclear receptor; P24468; HEK293T NGFI-A luciferase reporter, luminescence; inhibition, % at 8.6 µM; hit rate 0.7% among 370,000;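 active = inhibition above a per-plate cutoff, mean inhibition of test wells between control levels plus 3 SD, cut at about 38% in these data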;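 note: cells cotransfected with COUP-TFII expression vector driving the NGFI-A reporter; 0% = median of COUP-TF2 test wells and 100% = reporter-only cells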
# Starred values were filed as active, the others as inactive; u = inconclusive; x = not tested or not shown.
mol,TWEAK-Fn14 inh,SRC2 inh,TROY signal inh,NOD2-RIPK2 inh,TLR9-MyD88 inh,COUP-TFII inh,LRH-1 inv ag,ABHD5 PLIN5 PPI,Granule exo inh,SRC3 inh,NCOA1 inh
O=S(=O)(c1ccccc1)N1N=C(c2ccc(Cl)cc2)CC1c1ccco1 (stereo unspecified),26,-7,-10,1,-10,18,-4,18,10,10,-9
CN(C)S(=O)(=O)c1cc(C(=O)O)c(NC2CCCCC2)cc1Cl,-10,-1,-1,-11,-3,4,12,7,2,18,6
Cc1cc(C)n(-c2nc3ccccc3nc2N2CCC(C)CC2)n1,-14,18,-7,4,9,-11,10,0,3,9,-11
Cc1ccc2c(c1)[C@H]1[C@H](CO2)[C@H](c2ccccc2)[C@]2(C)C(=O)NCC(=O)N12,10,13,-21,-9,-4,5,12,-3,2,5,-9
CCOc1cc(C(=O)Nc2ccc(S(=O)(=O)NC3=NCCCCC3)cc2)cc(Br)c1OC,15,-9,-5,-5,9,1,-31,0,-1,-4,-29
COc1cc(C2C(C#N)=C(N)Oc3c2oc(CO)cc3=O)ccc1OC(C)C (stereo unspecified),8,-18,8,1,0,2,3,-3,-1,7,-12
CC(=O)Nc1ccc(NC(=O)Nc2ccccc2)cc1,-20,-36,-42,2,2,-19,-53,5,0,-98,-80
CC(C)NS(=O)(=O)c1ccc(CCC(=O)N2CCCC2)cc1,1,2,-2,-4,-2,1,2,-7,0,18,7
Cc1ccn2cc(-c3nonc3C)cc2c1,11,3,-19,4,-10,4,-25,-2,-1,-27,-15
CCN(CC)S(=O)(=O)c1ccc(Cl)c(C(=O)OC2CC(C)OC2=O)c1 (stereo unspecified),-4,11,-5,-2,-10,17,-13,-7,3,-13,-19
Cc1ccc(-n2cc(-c3ccc([N+](=O)[O-])cc3)[nH]c2=S)c(C)c1,-30,-23,-32,8,6,6,-32,-12,-1,-15,2
CC[C@@H]1[C@H]2CCCC(=O)N3CC[C@@H](C[C@@H]1Nc1ccccc1)[C@@H]23,-15,1,-6,-2,-17,17,-16,6,12,-8,4
Cn1cncc1C#Cc1ccc2cc(CCO)oc(=O)c2c1,-21,-14,-18,-4,-7,-45,8,-6,12,11,4
COc1cccc(C(=O)c2c[nH]c(C(=O)NCc3ccco3)c2)c1,-31,-21,-26,8,1,4,-42,4,-1,-12,-9
C=CCN1C(=O)CSc2ccc(C(=O)NCCC3=CCCCC3)cc21,28,-24,2,-1,2,19,16,5,4,-15,-18
Cc1ccc(CNC(=O)CCS(=O)(=O)c2ccc3c(c2)oc(=O)n3C)cc1,15,-4,0,-10,-5,-1,-6,-9,-6,-2,8
NC(=O)c1ncn([C@@H]2O[C@H](CNC(=O)[C@@H](N)Cc3cccnc3)[C@@H](O)[C@H]2O)n1,3,-21,-6,1,4,-1,-11,0,0,-20,5
CC(=O)Nc1ccc(N2C(=O)c3ccc(S(=O)(=O)c4ccc(C(=O)O)cc4)cc3C2=O)cc1,-2,3,10,2,-2,10,1,-1,5,2,11
COC(=O)CSC1=C(C#N)C(c2ccc(C(C)C)cc2)CC(=O)N1 (stereo unspecified),9,12,5,0,0,6,11,-2,-3,2,8
O=C(Nc1cc(C(F)(F)F)ccc1-n1cnc2ccccc21)c1ccccc1,8,3,-11,2,12,9,16,5,4,20,7
O=C(NC1CC1)C1CCN(C2CCN(C(=O)c3ccc(C(F)(F)F)cc3)CC2)CC1,19,2,-15,-7,-3,18,2,0,-1,5,-10
COc1cc2nc(Nc3ccc(C)c(Cl)c3)nc(N)c2cc1OC,102*,-11,33,-4,-9,-1,-14,6,u,1,6
CCc1nnc(NC(=O)CN2CCN(Cc3cccc(Cl)c3)CC2)s1,0,13,1,-4,-2,-2,1,-1,-14,1,-9
Cc1noc(C)c1C(=O)OCC(=O)NCCc1ccc(S(N)(=O)=O)cc1,-3,18,13,-2,-7,-2,-16,-2,-1,-13,-10
Cc1sc2nc(SCC(=O)Nc3cccc(C(=O)O)c3)[nH]c(=O)c2c1C,-6,9,2,-11,-2,7,12,-3,-4,-22,-6
CN1CCN(/N=C/c2ccc(Br)cc2)CC1,2,-13,-67,-4,-8,-18,-59,5,0,-54,-46
Cc1ccc(N(CC(O)CN2CCOCC2)S(=O)(=O)c2ccc([N+](=O)[O-])cc2)cc1 (stereo unspecified),31,1,-11,3,4,-24,-12,4,-6,1,-3
Cc1ccc(-c2nnc(N)o2)cc1,-2,-35,-18,3,-3,-18,2,-7,3,-18,-30
O=C(NC1CC1)C1=C[C@H](C2CCCCC2)C[C@H](OCCCCO)O1,-16,-13,-14,11,-2,2,2,-4,-10,-71,-32
Cc1nn(Cc2ccc(Cl)cc2Cl)c(C)c1NC(=O)c1nc2n(n1)C(C(F)F)CC(C)N2 (stereo unspecified),0,2,16,-8,3,15,15,-2,-4,-7,-8
CC1(C)CC(=O)C2=C(C1)N(Cc1ccco1)C(=O)C2(NC(=O)c1ccc(Cl)cc1Cl)C(F)(F)F (stereo unspecified),-19,18,-2,-11,-4,-11,0,4,-4,-5,-15
CCNC1=C(Cl)C(=O)c2ccccc2C1=O,12,-11,-30,6,-3,-10,-12,-2,-2,-6,-8
Cc1cc(C)cc(OCC(=O)Nc2ccc(N3CCCC3)cc2)c1,-6,x,8,3,-6,x,-2,4,5,5,1
CCn1c(O)c(C=Nc2ccccc2)sc1=O,-10,-25,-31,4,2,2,-19,1,0,-16,-13
CCc1ccc(NC2=NCC(c3ccccc3)S2)cc1 (stereo unspecified),-15,-23,-66,-8,-8,-26,-97,-12,-2,-75,-65
C#CCn1c(=O)cc(C)c2ccccc21,2,-8,9,-9,7,3,6,4,-2,-12,5
CCCCn1c(SCC(=O)N2CCOCC2)nc2ccccc2c1=O,10,-14,0,-9,-1,-2,-6,1,-9,11,-6
Cc1ccc2nc(N3CCN(C=O)CC3)nc(-c3ccccc3)c2c1,-3,-9,5,26*,19,7,20,-3,-5,26,9
Cc1ccc(Oc2ncccc2COC(=O)Nc2ccccc2C)cc1,0,7,-19,-1,x,4,5,-1,-4,4,13
S=C(Nc1ccc(Oc2ccccc2)cc1)N(CCCN1CCOCC1)Cc1ccccn1,0,-10,-43,2,0,-9,-2,6,3,2,10
Cn1c(NN)nc2c1c(=O)n(Cc1ccccc1)c(=O)n2C,16,4,2,-3,0,-5,8,0,-4,-10,0
Cc1ccc(N=Cc2sccc2C)cc1C,-10,-18,-15,3,7,15,-4,4,-8,-1,-4
Cc1ccc(N2C(=O)C(CN3CCCC3)C2c2ccccc2)cc1 (stereo unspecified),2,-4,-4,-6,7,1,7,-1,-3,2,-10
C/C=C/c1cccc(-c2nc(C(=O)N3CCOCC3)cc3c2[C@H](CCO)N(C(=O)NC(C)C)C3)c1,-14,-7,-2,0,x,1,6,-4,-3,x,x
CCc1cc(=O)[nH]c(SCC(=O)NCC2CCCO2)n1 (stereo unspecified),5,6,15,2,2,20,-25,-5,-8,-42,11
COc1ccc(-n2c(COc3cccc4ccccc34)nnc2SC(C)C(=O)O)cc1 (stereo unspecified),10,-17,11,-2,-2,-15,-5,9,1,9,15
Cc1c(NC(=O)C2(c3ccccc3)CCCC2)c(=O)n(-c2ccccc2)n1C,8,-36,-6,-12,2,7,8,-2,2,9,-1
COc1ccc(C(c2nnnn2C2CCCC2)N2CCC(C)CC2)cc1 (stereo unspecified),-10,-18,13,7,-3,5,-16,3,-3,-11,-12
O=C1NC(C2CC3C=CC2C3)Nc2ccccc21 (stereo unspecified),16,1,9,-13,11,3,6,-2,8,19,-2
COC(=O)c1cc(S(=O)(=O)NCc2ccccc2OC)cn1C,4,15,2,-1,-1,-11,10,11,0,16,8
OC(c1ccc(F)cc1)(C1CCCCC1)C(CN1CCOCC1)c1ccccc1 (stereo unspecified),17,5,5,0,-6,6,2,-4,-11,1,6
CCOC(=O)c1cnc(SCc2ccc(C)cc2)nc1N,-15,-33,-47,-5,-1,-39,-71,-3,0,-56,-92
COc1ccccc1NC(=O)/C=C\c1ccco1,5,-37,15,9,-4,-14,-37,19,1,-62,-124
O=C(O)C/C=C(\NC(=O)OCc1ccccc1)C(=O)OCc1ccccc1,6,8,-10,-10,7,7,20,3,9,-2,-14
Cc1nnc(NC(=O)c2cc(S(=O)(=O)N(C)C)ccc2N2CCCC2)s1,-3,-2,-2,2,2,-17,13,4,0,10,-14
CCc1nc2ccc(C(=O)NCCc3ccccn3)cn2c1N(CC)Cc1cccc(Br)c1,5,5,10,7,x,13,25,9,-13,10,-4
Cc1cnc(C(=O)Nc2ccc3c(c2)CCC3)cn1,40,-39,-35,13,-2,-81,-150,3,-3,-43,-96
CN(c1ccc(C(=O)NCc2ccc3c(c2)OCO3)cc1)S(C)(=O)=O,6,-8,0,-14,1,-8,18,-6,0,-5,-4
CCOc1ccc(Nc2nc(-c3sc(N)nc3C)cs2)cc1,-16,-10,-12,-2,-10,-35,-23,-16,0,-24,-22
O=C(O)C1Cc2ccccc2CN1S(=O)(=O)/C=C/c1ccccc1 (stereo unspecified),-9,-29,-4,-3,-5,-26,-5,-1,6,19,-32

# Next compounds.
mol,TWEAK-Fn14 inh,SRC2 inh,TROY signal inh,NOD2-RIPK2 inh,TLR9-MyD88 inh,COUP-TFII inh,LRH-1 inv ag,ABHD5 PLIN5 PPI,Granule exo inh,SRC3 inh,NCOA1 inh
COc1ccc(C(=O)C(C)C(C)=O)c(OCc2ccccc2)c1OC (stereo unspecified),4,0,-8,-5,-4,-3,7,-2,-7,4,10
CONc1nc(NC(C)(C)C)nc(OCC#N)n1,14,10,-5,7,0,7,8,-5,-2,7,-7
Cc1ccc(NC2=NCCCCC2)cc1,-10,0,10,4,19,-15,10,1,0,-6,2
COc1cccc(SCc2noc(C(=O)NCCC(C)C)c2C(=O)NCCC(C)C)c1,-19,-2,-4,-17,3,-2,6,-3,1,8,0
CCN(CC(=O)Nc1ccc(OC)c(Cl)c1)CC(=O)NC(C)C,-11,-7,-3,-14,-14,3,2,2,2,18,14
c1ccc(C(c2ccccc2)c2noc(CN3CCN(CC4CC4)CC3)n2)cc1,-11,-17,0,3,2,-30,-18,-2,0,-4,-8
CN(C)C(=O)C[C@@H]1CC[C@@H](NC(=O)C2CCC2)[C@@H](CO)O1,x,-12,x,-12,x,-3,17,4,0,x,x
COC(=O)c1cc(NS(=O)(=O)c2ccc(F)cc2)ccc1N1CCOCC1,16,-3,7,-12,5,2,2,8,-3,16,10
O=C(c1cc(-c2ccccc2)nn1-c1ccccc1)N1CCN(S(=O)(=O)c2cccc(F)c2)CC1,-5,-53,8,-3,-6,-12,13,21,13,18,5
Cc1ccsc1C(C(=O)NCc1ccccc1)N(C(=O)c1csnn1)c1ccccc1 (stereo unspecified),46,15,-1,6,-8,2,-11,-8,19,-7,-10
CSCCOC(=O)COc1ccc(/C=N/NC(=O)c2c(Cl)cnn2C)cc1,-13,8,-16,-6,4,16,-4,-5,9,3,-7
COc1ccc(S(=O)(=O)NCC2CCCO2)cc1NC(=O)c1ccc(Cl)cc1 (stereo unspecified),-1,-36,5,3,1,0,25,1,4,16,-2

# Some of the compounds tested; rates above refer to the full screens.
